# Assay outcomes from PubChem.
# GPR7 antagonist = antagonists of human GPR7 (neuropeptides B/W receptor 1); P48145; GPR7-expressing cells, fluorescence antagonist assay; inhibition, % at 4.4 µM; 1.1% of 290,000 active; AID 1861; in the data active = inhibition above about 16%, passing the limit was not always enough;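 note: cells stimulated with the agonist NPW; 0% = agonist with vehicle and 100% = vehicle without agonist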
# Target sequence (P48145 whole entry, looked up): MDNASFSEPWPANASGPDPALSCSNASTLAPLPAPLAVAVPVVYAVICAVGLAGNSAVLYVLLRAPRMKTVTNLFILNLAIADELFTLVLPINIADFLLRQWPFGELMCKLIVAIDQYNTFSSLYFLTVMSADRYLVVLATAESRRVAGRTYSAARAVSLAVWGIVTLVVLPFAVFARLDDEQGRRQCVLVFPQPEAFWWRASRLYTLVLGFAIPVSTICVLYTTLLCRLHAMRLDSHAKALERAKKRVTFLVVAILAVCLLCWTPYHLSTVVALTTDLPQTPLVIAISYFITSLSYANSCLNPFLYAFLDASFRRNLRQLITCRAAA
# PHOSPHO1 block = blocks human PHOSPHO1 phosphatase activity; AID 1565; 1.1% of 290,000 active; recombinant PHOSPHO1, absorbance phosphatase assay; Q8TCT1; inhibition, % at 13.3 µM; in the data active = inhibition above about 60%
# Target sequence (Q8TCT1 whole entry, looked up): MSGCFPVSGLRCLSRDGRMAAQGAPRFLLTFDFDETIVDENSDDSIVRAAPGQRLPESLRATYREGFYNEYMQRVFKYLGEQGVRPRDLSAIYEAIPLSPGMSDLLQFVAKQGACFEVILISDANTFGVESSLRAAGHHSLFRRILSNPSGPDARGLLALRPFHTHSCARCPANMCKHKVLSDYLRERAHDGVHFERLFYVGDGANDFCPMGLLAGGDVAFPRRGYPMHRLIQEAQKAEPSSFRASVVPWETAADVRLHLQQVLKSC
# FID counter = displaces DNA intercalator in HCV helicase counter-screen; DNA fluorescent intercalator displacement, fluorescence; inhibition, % at 7.9 µM; 0.17% of 290,000 active; AID 1845; in the data active = inhibition above about 37%;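 note: 0% = vehicle and 100% = reference compound; higher means more ethidium bromide displaced from hairpin DNA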
# MEKK2 WT-MEK5 = raises or lowers MEK5 binding to wildtype human MEKK2 PB1 domain; Q9Y2U5; bead flow cytometry, Alexa488-MEK5 binding to MEKK2 WT; actives lie on both sides; binding response (% of control), % at 10 µM; 1.1% of 290,000 active; AID 1531; in the data active = binding response below about 67% or above about 130%
# NALP1 yeast inh = NALP1 inhibition | S. cerevisiae NALP1/ASC/caspase-1 growth, X-gal OD620, 72 h | inhibition, % at 10 µM | 0.61% of 280,000 active | AID 2071; in the data active = inhibition mostly above about 24%, no sharp cut-off; inactive = mostly below about 32%; note: some compounds called inactive have numbers as strong as hits
# MEKK2mut PB1 HTS = signal of MEK5 binding to mutant human MEKK2 PB1 domain; bead flow cytometry, Alexa488-MEK5 binding to MEKK2 mutant; percent response, % at 10 µM; 0.35% of 290,000 active; AID 1530; in the data active = percent response above about 24%, passing the limit was not always enough; note: inactives centre near 1; some results filed as inactive read as strong as hits; reference of the scale not given here
# M18AAP inhibitor = blocks P. falciparum M18 aspartyl aminopeptidase | recombinant PfM18AAP, H-Glu-NHMec fluorogenic cleavage | inhibition, % at 7.35 µM | 1.2% of 290,000 active;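 active = inhibition above the campaign mean inhibition over all tested compounds plus 3 SD, cut at about 28% in these data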;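 note: 0% = plate median of test compound wells and 100% = 2 mM ZnCl2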
# MEKK3 PB1 HTS = modulators (inhibitors or enhancers) of MEK5 binding to human MEKK3 PB1 domain. bead-based flow cytometry, Alexa488-MEK5 binding to MEKK3; actives lie on both sides; 0 = blocked by unlabeled MEK5, 100 = vehicle. Q99759. binding response (% of control), % at 10 µM. 1.4% of 290,000 active;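 active = binding response more than 3 SD above or below the average of its plate-row segment, actives on both sides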;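 note: Alexa488 bead fluorescence after subtracting the streptavidin-only scavenger bead signal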
# OXTR ag = activates the human oxytocin receptor. CHO-OTR cells, Fluo-8 calcium fluorescence; normalized: DMSO 0%, oxytocin 100%. activation, % at 3 µM. 0.32% of 320,000 active. AID 2435;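 active = activation above the mean of all tested compounds plus 3 SD, cutoff set per screening run, cut at about 20% in these data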;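 note: peak over basal fluorescence ratio from a 100 s FLIPR kinetic read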
# Target sequence (P30559 whole entry, looked up): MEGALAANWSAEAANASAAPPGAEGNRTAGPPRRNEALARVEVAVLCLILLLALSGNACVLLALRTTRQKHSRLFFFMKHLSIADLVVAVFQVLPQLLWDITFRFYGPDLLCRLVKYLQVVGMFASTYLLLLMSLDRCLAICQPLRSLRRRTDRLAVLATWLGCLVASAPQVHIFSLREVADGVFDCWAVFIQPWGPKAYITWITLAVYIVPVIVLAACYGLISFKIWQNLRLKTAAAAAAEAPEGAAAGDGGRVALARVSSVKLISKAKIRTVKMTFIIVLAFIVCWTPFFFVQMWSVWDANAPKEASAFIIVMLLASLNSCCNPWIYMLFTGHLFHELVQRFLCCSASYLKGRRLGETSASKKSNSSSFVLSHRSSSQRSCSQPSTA
# Numbers without * were called inactive; nt = not tested or not shown; [ ] = another dose, or the depositor's remark.
No.	structure	GPR7 antagonist	PHOSPHO1 block	FID counter	MEKK2 WT-MEK5	NALP1 yeast inh	MEKK2mut PB1 HTS	M18AAP inhibitor	MEKK3 PB1 HTS	OXTR ag
1	CCN(CCCNC(=O)CCCCn1c(=O)[nH]c2ccccc2c1=O)c1ccccc1	-5.7	37.9	-22.3	110.0	-9.6	5.0	7.7	109.0	-2.0
2	COC(=O)Cn1c(-c2ccc(OC)cc2)c(-c2ccc(OC)cc2)nnc1=O	-16.3	13.9	-22.4	107.0	22.6	10.0	2.1	104.0	-0.3
3	CN(C)c1ccc(/C=N/NC(=O)c2ccc(NC(=O)c3ccccc3)cc2)cc1	7.6	7.8	-19.3	80.0	6.0	-37.0	5.1	73.0*[inhibitor]	-0.6
4	CCOC(=O)c1cnc(-n2nc(C)cc2C)nc1Nc1cccc(C(C)=O)c1	3.6	nt	-3.6	85.0	nt	-3.0	-10.4	81.0	1.2
5	COCCCNC(=O)Cn1c(=O)n(Cc2ccc(C(=O)NCCc3ccc(OC)c(OC)c3)cc2)c(=O)c2ccccc21	-0.4	-3.7	-52.2	74.0	2.0	-8.0	4.7	79.0	0.5
6	Cc1ccc(C(=O)Nc2ccc(O)cc2C(=O)O)cc1	1.6	2.0	0.3	100.0	10.9	3.0	-4.9	101.0	-0.6
7	CCOc1cccc(/C=C/c2ccc3cccc(O)c3n2)c1O	-9.9	28.4	-8.6	103.0	3.6	6.0	-7.4	107.0	-1.1
8	COc1ccccc1-n1cnc2cc(NS(=O)(=O)c3ccc(Br)cc3)ccc21	-10.0	21.6	-15.1	82.0	8.0	-10.0	-15.7	81.0	5.3
9	CC1CCCCC1NC(=O)CCCCCn1c(=S)[nH]c2ccsc2c1=O (stereo not given)	1.0	34.4	-28.5	103.0	-11.6	11.0	-0.4	104.0	-0.2
10	CC(C)CCOc1ccc(-c2c(=O)n(OCc3ccc([N+](=O)[O-])cc3)c3ccccc3[n+]2[O-])cc1	1.2	-120.8	-7.3	90.0	-0.8	-3.0	4.7	89.0	0.7
11	CC1(c2ccccc2)NC(=O)N(CC(=O)Nc2ccc(C(N)=O)cc2)C1=O (stereo not given)	-8.8	26.9	-0.7	94.0	9.5	-2.0	-11.2	100.0	1.0
12	COCCNC(=O)NC12CC3CC(CC(C3)C1)C2	2.7	37.3	-0.2	98.0	9.1	-5.0	-0.5	104.0	-0.4
13	O=C1C2C3C=CC(C4CC34)C2C(=O)N1/N=C/c1c[nH]c2ccccc12 (stereo not given)	-7.5	-3.7	-0.6	91.0	7.9	-4.0	0.9	95.0	-0.4
14	O=C(COc1ccc([N+](=O)[O-])cc1)NCc1ccccc1	3.8	16.2	2.8	99.0	14.2	-1.0	-7.3	96.0	0.0
15	CC(C)c1ccc(NC(=O)C2CC3CCC2C3)cc1 (stereo not given)	-1.8	14.1	-14.7	103.0	17.4	3.0	-6.6	108.0	-2.1
16	Cc1onc(-c2ccccc2)c1C(=O)NCCc1ccncc1	0.4	41.4	-0.7	98.0	6.9	0.0	3.2	97.0	-0.7
17	Cc1ccc(/C=N/NC(=O)Cc2c[nH]c3ccccc23)c(C)c1	23.3	20.8	-6.9	nt	20.8	nt	-4.2	nt	1.5
18	Cn1c(SCn2nnc3ccccc3c2=O)nc2ccccc2c1=O	7.8	26.7	-4.6	83.0	-0.3	-12.0	-5.1	87.0	0.5
19	Cc1cccc2cc(CN(Cc3ccccc3)C(=O)N(C)C)c(=O)[nH]c12	-6.7	-20.8	-5.9	126.0	-1.1	6.0	2.9	127.0*	-0.1
20	CCOC(=O)c1c(C)c(C(=O)NCCN2CCOCC2)c(C)n1C	-14.7	-3.5	-1.5	105.0	2.9	4.0	-3.8	99.0	0.2
21	C=CCN=C1S/C(=C\c2ccc(Cl)cc2)C(=O)N1CC=C	-14.0	45.9	-4.5	77.0	0.7	-28.0	4.0	86.0	-2.3
22	Clc1ccc(NC2=NCCCCC2)cc1	-10.0	13.3	0.0	108.0	-9.6	8.0	1.0	110.0	0.8
23	CNC(=O)c1cc(C(=O)c2ccc(F)cc2Cl)c[nH]1	-5.7	37.5	-3.2	104.0	5.0	6.0	-7.1	104.0	3.6
24	CC(=O)Nc1ccc(C(=O)N/N=C/c2ccccc2OCc2ccccc2)cc1	-5.6	4.0	-27.6	97.0	13.0	0.0	0.0	103.0	-0.3
25	NC(=O)c1ccc(NC(=O)COC(=O)c2ccccc2Nc2ccccc2)cc1	-8.9	20.0	0.1	61.0	11.3	-17.0	-5.8	55.0	1.2
26	Cc1cccc(C(=O)N(C)c2nnc(-c3ccncc3)s2)c1	6.2	nt	-2.6	94.0	nt	0.0	-9.0	97.0	0.1
27	CCOC12CC(C)(C)CC(C)(CC3=C1C(=O)CC(C)(C)C3)C2 (stereo not given)	-2.9	-6.7	-3.9	102.0	11.0	0.0	-2.6	101.0	-2.9
28	Cc1ccc(-c2c(C(=O)O)c3ccccc3[nH]c2=O)cc1	2.9	nt	2.4	104.0	0.6	1.0	-0.5	99.0	0.4
29	CC(C)(C)c1ccc(S(=O)(=O)NNC(=O)c2cc3ccccc3[nH]2)cc1	-23.2	14.1	-23.5	104.0	18.8	4.0	6.5	111.0	-0.9
30	Cc1oc2ccccc2c1-c1cn2c(n1)SCC2	-13.6	-3.4	-13.4	107.0	-24.9	3.0	0.7	106.0	-0.5
31	Cc1nn(-c2ccccc2)c(C)c1NC(=O)COC(=O)c1ccccc1OC(F)F	-0.5	42.6	-3.2	108.0	0.2	7.0	3.3	104.0	0.6
32	O=S1(=O)CCOC[C@H](Cc2ccccc2)N1Cc1cccc(Cl)c1	nt	nt	nt	97.0	nt	-3.0	nt	104.0	-1.5
33	Cc1cc(C)cc(C(=O)NCC(=O)OCC(=O)NCc2ccco2)c1	18.4	24.1	-9.5	96.0	-10.4	-11.0	31.5*	101.0	-2.0
34	Cc1cc(NC(=O)c2ccc3c(c2)C(=O)N(c2cccc(C)c2C)C3=O)no1	-15.8	17.6	-11.4	98.0	-4.4	-1.0	4.3	101.0	0.1
35	CCOc1cc(/C=N/n2cnnc2)cc(Br)c1O	-0.2	17.5	-1.0	95.0	-5.1	-5.0	12.2	87.0	0.1
36	Cc1ccccc1NC(=O)CSc1[nH]c(=O)cc(C)c1C#N	-3.0	32.6	0.5	106.0	nt	4.0	26.8	107.0	0.5
37	Cc1ccc(N(C(=O)Nc2ccccc2)C2=NCC(C)S2)cc1 (stereo not given)	-13.0	-2.2	-2.0	94.0	33.1	-6.0	-0.8	92.0	0.1
38	Cc1cc(=O)[nH]c(SCC(=O)NCC2CCCCC2)c1C#N	-10.2	24.1	-2.0	83.0	3.2	-7.0	2.4	75.0	0.0
39	Cc1ccc(NC(=O)CSCc2cc(=O)n3cc(C)sc3n2)c(C)c1	-10.2	31.3	-17.1	103.0	21.5	0.0	-0.4	101.0	-0.1
40	Cc1cc(C(=O)COC(=O)CNC(=O)c2ccccc2)c(C)n1CC1CCCO1 (stereo not given)	-5.6	23.8	-19.8	98.0	13.9	-2.0	-17.0	97.0	0.4

# Brought forward from above: two entries, then new ones.
No.	structure	GPR7 antagonist	PHOSPHO1 block	FID counter	MEKK2 WT-MEK5	NALP1 yeast inh	MEKK2mut PB1 HTS	M18AAP inhibitor	MEKK3 PB1 HTS	OXTR ag
39	Cc1ccc(NC(=O)CSCc2cc(=O)n3cc(C)sc3n2)c(C)c1	-10.2	31.3	-17.1	103.0	21.5	0.0	-0.4	101.0	-0.1
40	Cc1cc(C(=O)COC(=O)CNC(=O)c2ccccc2)c(C)n1CC1CCCO1 (stereo not given)	-5.6	23.8	-19.8	98.0	13.9	-2.0	-17.0	97.0	0.4
41	CCC(=O)Nc1nn(C)c2nc3c(C)cccc3cc12	-10.1	1.5	-8.5	102.0	-3.2	12.0	6.2	108.0	-2.3
42	COc1ccc2nc(-n3c(C)ccc3C)sc2c1	1.7	-15.6	0.0	95.0	13.6	-1.0	2.5	96.0	-2.0
43	CC(=O)N/C(=N/c1nc(C)cc(C)n1)Nc1ccc(F)cc1F	-9.1	19.9	-5.9	105.0	23.0	4.0	-16.3	103.0	-0.2
44	C#CCOc1ccc(/C=C2\SC(=S)N(Cc3cccnc3)C2=O)cc1	3.3	-2.8	1.0	90.0	16.4	-4.0	-8.0	93.0	-0.1
45	CCOC(=O)CSc1ncc(OC)c(=O)[nH]1	-4.6	5.7	0.4	102.0	28.5	4.0	1.4	111.0	0.7
46	C#CCOc1ccc(C2C3=C(COC3=O)Nc3cc4c(cc32)OCO4)cc1OC (stereo not given)	16.2	31.1	-2.2	66.0	-5.1	-29.0	-5.2	61.0	nt
47	CCN(CC)CCn1c(=S)[nH]c2cc3c(cc2c1=O)OCO3	-14.4	-36.6	-1.7	92.0	11.3	-6.0	14.2	100.0	0.3
48	Cc1sc2ncnc(SCc3ccc(C(=O)O)cc3)c2c1C	-1.1	-7.8	-16.7	93.0	-23.8	-5.0	0.7	94.0	0.7
49	CC1(C)Cc2c(c(N3CCOCC3)nc3snc(N)c23)CO1	-2.5	22.1	-4.5	106.0	nt	4.0	0.5	104.0	1.5
50	CCOC(=O)CCn1cc(F)c(=O)[nH]c1=O	-18.3	20.0	-7.4	91.0	-8.5	-10.0	2.1	102.0	-0.1
51	O=C(C1=C[C@@H](c2csc3ccccc23)C[C@@H](OCc2ccc(CO)cc2)O1)N1CCN(Cc2ccccc2)CC1	-1.9	11.8	-18.2	112.0	-2.0	10.0	1.5	109.0	-0.4
52	CCOc1ccc(NC(=S)NC(=O)/C=C/c2ccc(OC)cc2)c([N+](=O)[O-])c1	-4.6	-47.7	0.5	105.0	11.9	10.0	1.6	106.0	-0.6
53	CCS(=O)(=O)c1nc(S(=O)(=O)c2ccc(Cl)cc2)c(N2CCN(C)CC2)s1	-11.9	15.4	1.2	94.0	27.8	-2.0	-5.2	95.0	1.7
54	Cn1cc(S(=O)(=O)CC(=O)Nc2ccc(Br)cc2)c2ccccc21	7.8	4.7	-6.2	111.0	-6.2	10.0	-9.6	105.0	-1.7
55	CCOc1ccc(NC(=O)c2ccc(CSc3nnnn3C)cc2)cc1	-12.1	-9.8	-6.7	100.0	22.0	0.0	-4.0	100.0	2.0
56	CCCn1cc(S(=O)(=O)c2ccc(C)cc2)c(=O)c2cc(OCC)ccc21	-7.2	19.1	-29.2	100.0	11.1	2.0	-3.6	101.0	-1.2
57	Cn1c(SCc2ccc(C#N)cc2Cl)nc2ccccc21	2.7	12.7	-12.6	108.0	13.6	5.0	-8.3	109.0	-0.9
58	CC(=C/c1ccccc1)/C=N/n1c(-c2ccco2)n[nH]c1=S	-14.3	37.9	-24.9	96.0	5.6	2.0	12.7	104.0	-2.2
59	COc1ccccc1NC(=O)Cc1nnc(SCC(=O)NC2CCCCC2C)n1C (stereo not given)	-8.2	36.2	-25.5	100.0	-3.2	3.0	-5.3	100.0	0.1
60	COc1ccc(C2CC(c3cccs3)=NN2C(=O)CCl)cc1OC (stereo not given)	-1.1	36.0	-22.9	106.0	-1.2	5.0	-2.4	105.0	1.9
61	CC(=O)c1cccc(NC(=O)C2CCCN(S(=O)(=O)c3cccc4nonc34)C2)c1 (stereo not given)	-8.9	22.8	-14.2	105.0	22.6	-1.0	5.5	103.0	3.7
62	CC(=O)c1cccc(NC(=O)N2CCCc3ccccc32)c1	-9.8	-11.1	-0.8	100.0	-7.9	2.0	2.5	100.0	0.8
63	Cc1cccc(NC(=S)N(CCCN2CCOCC2)C(C)c2cc3ccccc3o2)c1C (stereo not given)	0.2	-19.3	14.2	103.0	-17.4	-8.0	6.1	103.0	-1.3
64	COC(=O)CCNc1ccc2c(c1)OCCO2	-1.7	-1.0	3.1	101.0	19.0	6.0	-0.1	104.0	0.7
65	CC(=O)c1cccc(NC(=O)CC2CCCC2)c1	-3.3	19.4	-9.2	94.0	7.2	0.0	0.3	98.0	0.2
